miR-122 sensor: miR-122 Renilla sensor signal increase in Huh7, primary screen, miR-122 inhibitor project, cell-based, single point, plate reader; activation (reporter increase), % at 12.5 µM; Huh7 miR-122 Renilla luciferase sensor, 48 h; neutral wells = 0, positive control = 100; 0.3% of 340,000 active;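 active means mean replicate activation score at least 90 and every replicate individually at or above 90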;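 further: higher luciferase means less miR-122 activity so hits act as miR-122 inhibitors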
FN deposit inh: inhibitors of fibronectin matrix deposition, primary screen, AH1F cells, Alexa488-fibronectin fluorescence, plate reader | AH1F fibroblasts, overnight | inhibition, % at 12.6 µM | 0.086% of 350,000 active;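 active means mean inhibition across replicates of 30% or more, regardless of how many single replicates reach that level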;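 further: positive control wells lacked labelled fibronectin entirely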
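Test system: AH1F fibroblast monolayer depositing Alexa488-labelled fibronectin into matrix. Input: 10000 cells per well. Technique: fluorescence, ex 485 nm, em 525 nm. Buffer or medium: DMEM plus 2% serum, read in PBS. Timing: 1 h cell adhesion before compound, then overnight fibronectin incubation. Compound: single dose, pinned. Read-out basis: inhibition from reduced deposited-fibronectin fluorescence.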
EWS-Fli block: EWS/Fli-driven NR0B1 reporter inhibitors, primary screen, A673 cells, NR0B1 luciferase, luminescence, MLPCN library; 0.67% of 350,000 active; inhibition, % at 12.6 µM; viability-normalised; AID 651661, 2012;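 active means mean inhibition of at least 50% after viability correction, with every replicate also passing that limit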;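 further: firefly luciferase signal divided by Alamar Blue viability fluorescence both relative to DMSO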
PAX8 inh HTS: inhibitors of PAX8-driven TPO luciferase reporter, primary screen, RMG-I cells, single concentration | 1.2% of 360,000 active | SteadyGlo, 24 h | inhibition, % at 12.6 µM | AID 652154, 2013;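 active means mean replicate inhibition at least 60% with every replicate also reaching 60%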;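 further: luciferase light reporting Pax8 driven TPO promoter activity; plate controls were median of neutral control wells for no effect and mitoxantrone controls for full effect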
Casp6 inh: human caspase-6 inhibitors, primary screen, biochemical, VEID-R110 fluorescence, single point, set 2; 0.53% of 350,000 active; AID 686996, 2013; P55212; purified caspase-6, Z-VEID-R110 cleavage fluorescence; inhibition, % at 12.5 µM;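 active means mean inhibition across replicates at least about 35%, with every replicate also reaching that limit, limit read from the data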;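 further: 0% = median of neutral control wells and 100% = no fluorescence left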
Target sequence (P55212 24-179 limits assumed): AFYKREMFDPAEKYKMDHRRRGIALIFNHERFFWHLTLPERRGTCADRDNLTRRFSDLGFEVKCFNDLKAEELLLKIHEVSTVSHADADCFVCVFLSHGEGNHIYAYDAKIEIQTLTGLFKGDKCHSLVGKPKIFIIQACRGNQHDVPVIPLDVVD
Target sequence (P55212 194-293 limits assumed): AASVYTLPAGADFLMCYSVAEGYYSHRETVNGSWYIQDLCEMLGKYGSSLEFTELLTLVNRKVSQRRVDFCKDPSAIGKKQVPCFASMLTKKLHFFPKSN
Cneo AK release: Cryptococcus neoformans cell lysis inducers, primary screen, AK release luminescence, single concentration | C. neoformans lysis, adenylate kinase release luminescence, 4 h; normalised: neutral wells 0, clomiphene wells 100 | lysis activity, % at 15 µM | 0.2% of 360,000 active | AID 651654, 2012;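 active means mean lysis activity across replicates of at least 80%, whatever share of replicates individually reach that level; inactive means mean lysis activity below 80%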
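Signal: Adenylate kinase release luminescence | Assay system: Log-phase Cryptococcus neoformans yeast cells | Input: Cells at 5 × 10^6 per mL | Buffer or medium: Fresh YPD growth medium | Compound: Single dose | Schedule: Static 4 h at 37 °C with compound, 1 h detection | Controls: Clomiphene | Read-out: Luminescence rise reflecting yeast cell lysis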
LGR2 antag: inhibitors of bursicon-induced LGR2 CRE-luciferase signal, primary screen, cell-based, HEK293, CRE-luciferase reporter, bursicon stimulation; Drosophila bursicon receptor LGR2 (rickets); bursicon-stimulated, 4 h; inhibition, % at 9.99 µM; 0.35% of 380,000 active; AID 720647, 2013;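 active means drop in luminescence signal, shown as inhibition above about 50% in the replicate tests, limit read from the data, passing the limit was not always enough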;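 further: agonist challenge used bursicon conditioned medium at about half maximal strength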
PGC1a acetyl inh: inhibitors of PGC1a acetylation signal, primary screen, cell-based, U2OS, AlphaScreen, inhibitor mode | AlphaScreen anti-acetyl-lysine; with virally co-expressed GCN5 acetyltransferase | inhibition, % at 15.6 µM | 0.17% of 350,000 active | AID 651687, 2012;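 active means every replicate shows inhibition of at least 40%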;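 further: 0% = neutral control wells and 100% = positive control wells; some results beyond the cut were filed as inactive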
* hit, by the source's call; x = no result given; [ ] = dose if it differs, or a comment. Not a hit list (roughly 2.5% active in at least one column).

mol | miR-122 sensor | FN deposit inh | EWS-Fli block | PAX8 inh HTS | Casp6 inh | Cneo AK release | LGR2 antag | PGC1a acetyl inh
CC(C)(C)c1ccc(C(=O)c2c[nH]c(C(=O)NCC3CCCO3)c2)cc1 (stereo unspecified) | -5 | x | x | x | x | 1 | -5 | 0
Cc1noc(C)c1S(=O)(=O)N(C)C[C@@H]1Oc2ccc(NC(=O)CCC(F)(F)F)cc2CC(=O)N([C@@H](C)CO)C[C@H]1C | -5[16.7 µM] | -3 | -1 | x | 0 | -1 | -3 | 6
Cc1cc(C(F)(F)F)c2c(n1)sc1c(O)cc(=O)[nH]c12 | -1 | x | -1 | x | 2 | 0 | -4 | 15
Nc1nc(Nc2cccc(F)c2)nc(NCc2ccco2)c1[N+](=O)[O-] | 7 | 2 | 4 | 18 | 0 | -2 | -33 | -10
Nc1nc(C23CC4CC(CC(Cl)(C4)C2)C3)cs1 | -2 | -2 | 0 | 12 | -2 | -1 | 2 | x
CCc1noc(C)c1C(=O)NNC(=O)c1nn(CC)c(=O)c2ccccc12 | x | x | -3 | 4 | 0 | x | -15 | x
CCS(=O)(=O)Nc1ccc2c(c1)C(=O)N(C)C[C@H](OC)[C@H](C)CN(C(C)=O)[C@H](C)CO2 | -17[16.7 µM] | 11 | 5 | x | -5 | 54 | -16 | 24
CN(CC(=O)Nc1cccc(F)c1)C(=O)CN1C(=O)NC2(CCCC2)C1=O | x | -3 | -3 | 8 | 2 | 0 | 12 | x
CCOC(=O)C(C)(C)NS(=O)(=O)c1ccc(Cl)c([N+](=O)[O-])c1 | -11 | -7 | 12 | 4 | 2 | -12 | 0 | 6
COc1ccc(CN2CCN(Cc3cc4ccccc4o3)CC2CCO)cc1C (stereo unspecified) | -4 | -4 | 10 | 12 | 2 | -1 | -9 | 6
CCN(CC)C(=O)Cn1cc(S(=O)(=O)CC(=O)Nc2ccc(F)cc2)c2ccccc21 | 4 | x | x | -9 | 1 | -1 | -11 | 4
CCOC(=O)c1cc(/C(C)=N/OC(=O)c2ccc(Cl)cc2)on1 | 1 | -5 | -1 | 14 | -3 | 0 | 5 | -7
CCC(=O)Nc1c2c(nn1-c1cccc(Cl)c1)CSC2 | 1 | 1 | 3 | -3 | 2 | 0 | 12 | 16
C[C@@H]1CN([C@H](C)CO)S(=O)(=O)c2ccc(C#Cc3ccc(F)cc3)cc2O[C@H]1CN(C)C(=O)CN(C)C | -23[16.7 µM] | -20 | 73* | x | 4 | 3 | 9 | -21
O=C(/C=C/c1ccco1)Nc1ccccc1N1CCCCC1 | -9 | 5 | -3 | 5 | 1 | x | 9 | 7
Cc1cc(C(=O)Nc2cccc3c2O[C@H](CN(C)S(=O)(=O)c2ccccc2)[C@@H](C)CN([C@@H](C)CO)C3=O)n(C)n1 | -7[16.7 µM] | x | -7 | 11 | -4 | -16 | 5 | 5
Cc1noc(C)c1C(=O)N(C)C[C@@H]1OCc2ccccc2-c2ccccc2C(=O)N([C@H](C)CO)C[C@H]1C | x | -8 | -1 | -2 | 7 | 0 | -4 | -7
COc1ccc(CNc2nc3c(c(=O)[nH]c(=O)n3C)n2Cc2ccccc2C)cc1 | -4 | -4 | 6 | -13 | -1 | 2 | 6 | -1
O=C(C[C@H]1C[C@@H]2c3cc(NC(=O)C4CCOCC4)ccc3O[C@@H]2[C@@H](CO)O1)NCc1ccc(Cl)cc1 | -3[16.7 µM] | -13 | 48 | -10 | 2 | 0 | 1 | -2
Cn1nc(C(F)(F)F)cc1-c1ccc(S(N)(=O)=O)s1 | x | -9 | -59 | -42 | 1 | x | -45 | x
CC(C)NC(=O)Nc1ccc2c(c1)CC(=O)N([C@H](C)CO)C[C@@H](C)[C@@H](CN(C)C)O2 | -4[16.7 µM] | -2 | x | 7 | -2 | 1 | -2 | 1
COc1ccc(NC(=O)Nc2ccc3c(c2)C(=O)N([C@@H](C)CO)C[C@@H](C)[C@@H](CN(C)C(=O)Nc2ccccc2)O3)cc1 | -2[16.7 µM] | x | -15 | x | -3 | -1 | 2 | 6
O=C1C=C(c2ccc(O)cc2)C[C@@H](c2ccc(Cl)cc2)C1 | -8 | -6 | -1 | 2 | 0 | 5 | 10 | -4
COc1ccc(/C=C(/NC(=O)c2ccco2)C(=O)N2CCCCCC2)cc1OC | x | 1 | -1 | 0 | 4 | 3 | -2 | x
CCOC(=O)N1CCN(C(=O)C2CCN(S(=O)(=O)c3cc(C)ccc3OC)CC2)CC1 | -3 | -31 | 1 | 10 | 2 | 0 | -19 | 6

New compounds follow:
mol | miR-122 sensor | FN deposit inh | EWS-Fli block | PAX8 inh HTS | Casp6 inh | Cneo AK release | LGR2 antag | PGC1a acetyl inh
Cc1ccc(NC(=O)c2ccc(S(=O)(=O)NCc3cccnc3)cc2)c(C)c1 | x | -3 | -9 | -20 | 2 | -2 | 23 | x
O=C(c1ccncc1)N(c1ccc2oc3c(c2c1)CCCC3)S(=O)(=O)c1cccc([N+](=O)[O-])c1 | x | 3 | -18 | -10 | -1 | x | 13 | x
COCC#Cc1ccc2c(c1)O[C@H](CN(C)C(=O)NC(C)C)[C@H](C)CN([C@H](C)CO)S2(=O)=O | -15[16.7 µM] | 2 | -10 | x | 0 | 17 | 0 | 12
O=C(CC1Sc2ccccc2NC1=O)Nc1cccc(C(=O)O)c1 (stereo unspecified) | -5 | 1 | -9 | -18 | 34 | -2 | -10 | -3
Oc1cc(O)c2c(c1)O[C@H](c1ccc(O)c(O)c1)[C@@H](O)C2 | -2 | 0 | 3 | -6 | x | -1 | -18 | -1
COCC(=O)N1[C@@H](CO)[C@@H]2c3ccccc3NC[C@@H]21 | 14[16.7 µM] | -1 | -10 | -3 | 1 | 3 | 3 | 11
COc1ccccc1-n1c(SCC(=O)N2CCCCC2)nc2cccnc21 | -6 | 3 | x | -5 | x | 0 | x | -2
Oc1ccc(NCc2ccc(OCc3ccccc3)cc2)cc1 | -5 | 0 | -84 | -108 | x | -3 | -85 | -4
COCC(=O)N(C)C[C@@H]1Oc2cc(-c3ccc(C)cc3)ccc2S(=O)(=O)N([C@@H](C)CO)C[C@H]1C | -17[16.7 µM] | -13 | -13 | x | 4 | 10 | 8 | 23
CCOC(=O)N1CCN(C(=O)c2cc(COc3cccc(C(F)(F)F)c3)on2)CC1 | -11 | 4 | -90 | -177 | 5 | 0 | -48 | -1
COc1ccc(OC)c(/C=C/C(=O)OCC(=O)N2C(C)CCCC2C)c1 (stereo unspecified) | -5 | 8 | 8 | -9 | -2 | -1 | 12 | 5
O=C1NC2(CCCCC2)N(C(=O)c2ccccc2)C2=C1CCCC2 | 2 | 3 | 8 | 17 | -2 | x | 8 | x
COc1ccc(NC(=O)c2oc3ccccc3c2C)c(OC)c1 | -3 | 0 | x | x | 2 | 2 | -29 | -4
Cc1nc2nc(SCC(=O)O)nn2c(C)c1Cc1ccccc1Cl | x | -11 | 1 | -13 | x | x | 26 | x
CC(C)NC(=O)Nc1ccc2c(c1)C(=O)N([C@@H](C)CO)C[C@H](C)[C@@H](CN(C)C(=O)NC(C)C)OCCCC[C@H](C)O2 | -4[16.7 µM] | -1 | x | -1 | 0 | -2 | -17 | -3
COC(=O)c1cc(=O)nc2sc(-c3ccccc3)nn12 | x | -6 | x | x | x | 9 | 2 | 5
C[C@@H]1CN([C@@H](C)CO)C(=O)CCCn2cc(nn2)CO[C@H]1CN(C)Cc1ccc(O)cc1 | 3[16.7 µM] | -7 | -9 | -1 | 2 | -4 | 10 | -9
COc1ccc(NC(=O)C2(C)CCN2Cc2ccc(OC(F)(F)F)cc2)cc1OC (stereo unspecified) | -4 | -2 | 9 | 5 | 1 | -2 | 15 | -8
COCC(=O)Nc1ccc2c(c1)[C@@H]1C[C@H](CC(=O)N3CCc4ccccc4C3)O[C@H](CO)[C@@H]1O2 | 6[16.7 µM] | x | 0 | x | 0 | -1 | -11 | -6
CCCCN1CC(COCc2ccccc2)Oc2cccc(OCc3ccc(OC)cc3)c2S1(=O)=O (stereo unspecified) | 23 | -3 | 19 | 8 | -1 | -2 | -1 | -22
C/C=C/c1ccc2c(c1)O[C@@H](CN(C)C(=O)Nc1ccc(OC)cc1)[C@@H](C)CN([C@H](C)CO)S2(=O)=O | 11[16.7 µM] | 2 | -12 | x | -3 | -5 | -8 | -14
O=C(Nc1ccccc1F)N[C@@H]1CC[C@@H](CCNC(=O)C2CC2)O[C@@H]1CO | x | x | 6 | x | -2 | -1 | -1 | -9
O=C(c1cccs1)N(Cc1ccc(F)cc1)C1CCS(=O)(=O)C1 (stereo unspecified) | x | x | -1 | -14 | -4 | 2 | 9 | x
Cc1ccccc1CN(C)C[C@H]1OCc2cn(nn2)CCCC(=O)N([C@H](C)CO)C[C@@H]1C | 4[16.7 µM] | 6 | -5 | x | -4 | 5 | -11 | -12
CN(C)N1C(N)=C(C#N)C(c2ccccc2)C2=C1CC(C)(C)CC2=O (stereo unspecified) | x | 5 | 18 | -7 | -3 | x | 0 | x

Entries of single compounds, looked up by structure. Order of values: miR-122 sensor, FN deposit inh, EWS-Fli block, PAX8 inh HTS, Casp6 inh, Cneo AK release, LGR2 antag, PGC1a acetyl inh
Entry for Oc1ccc(NCc2ccc(OCc3ccccc3)cc2)cc1 = -5, 0, -84, -108, x, -3, -85, -4
Entry for CC(C)NC(=O)Nc1ccc2c(c1)C(=O)N([C@@H](C)CO)C[C@H](C)[C@@H](CN(C)C(=O)NC(C)C)OCCCC[C@H](C)O2 = -4[16.7 µM], -1, x, -1, 0, -2, -17, -3
Entry for O=C(CC1Sc2ccccc2NC1=O)Nc1cccc(C(=O)O)c1 (stereo unspecified) = -5, 1, -9, -18, 34, -2, -10, -3
Entry for COCC(=O)Nc1ccc2c(c1)[C@@H]1C[C@H](CC(=O)N3CCc4ccccc4C3)O[C@H](CO)[C@@H]1O2 = 6[16.7 µM], x, 0, x, 0, -1, -11, -6
Entry for O=C(Nc1ccccc1F)N[C@@H]1CC[C@@H](CCNC(=O)C2CC2)O[C@@H]1CO = x, x, 6, x, -2, -1, -1, -9

The main list resumes with the two entries that preceded the break.
mol | miR-122 sensor | FN deposit inh | EWS-Fli block | PAX8 inh HTS | Casp6 inh | Cneo AK release | LGR2 antag | PGC1a acetyl inh
Cc1ccccc1CN(C)C[C@H]1OCc2cn(nn2)CCCC(=O)N([C@H](C)CO)C[C@@H]1C | 4[16.7 µM] | 6 | -5 | x | -4 | 5 | -11 | -12
CN(C)N1C(N)=C(C#N)C(c2ccccc2)C2=C1CC(C)(C)CC2=O (stereo unspecified) | x | 5 | 18 | -7 | -3 | x | 0 | x
CCN(C(=O)COC(=O)CCNS(=O)(=O)c1ccccc1F)c1c(N)n(Cc2ccccc2)c(=O)[nH]c1=O | x | 2 | 2 | -5 | -1 | 0 | -9 | x
COc1ccc(CNc2cc([N+](=O)[O-])ccc2OC)cc1 | 0 | x | 0 | x | 3 | 1 | -6 | -4
Cn1ccnc1Sc1ccc(C(N)=O)cc1[N+](=O)[O-] | -4 | 6 | 10 | -7 | -2 | x | -2 | 1
Cc1nn(Cc2ccc([N+](=O)[O-])cc2)c(=O)n1-c1ccccc1Cl | x | -3 | -3 | -8 | 0 | x | 12 | x
Cc1nc2ccccc2c(=O)n1NC(=O)COc1ccccc1 | -4 | x | -2 | x | 3 | 1 | 12 | 7

Screening data (PubChem)
